High-throughput results as filed in PubChem.
APP 5'UTR act: APP 5'UTR luciferase reporter activation | SH-SY5Y APP 5'UTR luciferase reporter, luminescence; zero percent = DMSO vehicle wells | activation, % at 2 µM | hit rate 1% among 190,000 | AID 1276;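 active means activation above a set limit, based on mean plus 3 SD of controls, cut at about 140% in these data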; further: values of inactives mirror those of a sister screen read the other way
STAT1 activator: increases IFN-gamma driven STAT1 reporter signal; hit rate 2.6% among 200,000; AID 932; NIH 3T3 STAT1-luciferase reporter, luminescence; 100% = IFN-gamma alone, no compound; activation (% of control), % at 5.5 µM;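 active means activation above the screen-wide mean activation plus 3 SD, cut at about 130% in these data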;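 further: raw ratio to IFN-gamma control signal so 100% means no change and 0% no light; values of inactives mirror those of a sister screen read the other way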
APP 5UTR inh: APP translation inhibition. SH-SY5Y APP 5'UTR-luciferase reporter, luminescence. inhibition, % at 2 µM. hit rate 0.82% among 190,000. AID 1285;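 active means inhibition above a set limit, derived from the sample mean plus 3 SD, cut at about 45% in these data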; further: values of inactives mirror those of a sister screen read the other way
DTT redox prof: compounds producing H2O2 with reducing agent – biochemical, NIH compound library profiling, artefact control for MLSCN library redox annotation, primary screen; DTT-dependent redox cycling H2O2, phenol red/HRP absorbance; 100% = 100 µM peroxide control, 0% = buffer; hit rate 0.03% among 200,000; activation, % at 10 µM;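 active means activation of at least 50% relative to the plate's high and low controls in the primary single-dose screen; inactive means activation below 50%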;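 further: compound incubated with DTT at 0.8 mM final as the reducing agent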
Hsp70 act: switches on Hsp70 transcription; activation, % at 10 µM; HeLa Hsp70 promoter luciferase reporter, luminescence; scaled: vehicle 0, proteasome-inhibitor control 100%; hit rate 0.04% among 200,000; AID 1203;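 active means activation above the mean across all tested compounds plus 3 SD, cutoff set per campaign, cut at about 5.5% in these data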;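 further: 100% = MG132 at 30 µM as the positive control and 0% = DMSO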
FLuc stim CS: affects firefly luciferase, flagging false hits in luciferase stimulation screens. P08659. ATPlite luciferase biochemical, luminescence, 10 min; 0 = ATP-free wells, 1 = DMSO control. activation factor at 10 µM. 200,000 tested, under 10 active;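 active means luciferase activation factor, scaled between plate controls, of at least 2 with compound at 10 µM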
Target sequence (P08659 whole entry, looked up): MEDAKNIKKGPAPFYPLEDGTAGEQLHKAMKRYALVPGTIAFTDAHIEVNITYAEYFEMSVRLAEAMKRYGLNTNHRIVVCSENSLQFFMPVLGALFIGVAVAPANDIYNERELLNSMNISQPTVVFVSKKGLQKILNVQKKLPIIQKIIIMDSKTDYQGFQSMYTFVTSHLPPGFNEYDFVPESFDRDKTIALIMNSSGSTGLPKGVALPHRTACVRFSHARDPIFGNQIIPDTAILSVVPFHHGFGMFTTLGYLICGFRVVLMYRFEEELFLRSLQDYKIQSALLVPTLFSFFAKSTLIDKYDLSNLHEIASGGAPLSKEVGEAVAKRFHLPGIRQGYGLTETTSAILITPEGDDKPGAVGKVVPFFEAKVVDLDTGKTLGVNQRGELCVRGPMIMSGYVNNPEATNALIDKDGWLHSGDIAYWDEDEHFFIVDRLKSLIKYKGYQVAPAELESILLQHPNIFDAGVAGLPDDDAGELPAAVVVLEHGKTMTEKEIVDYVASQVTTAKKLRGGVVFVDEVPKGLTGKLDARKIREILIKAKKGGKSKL
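System: luciferase plus luciferin reagent, cell-free; medium: PBS as buffer for the ATP substrate; dosing: test compounds dosed from 2 mM stocks in 100% DMSO; timing: 10 min post-reagent at room temperature; measured by: luminescence measurement of luciferase light output; evaluation: luciferase activation, seen as luminescence increase over controls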
Efa HMGR inh: E. faecalis class II HMG-CoA reductase inhibition. purified E. faecalis HMGR, NADPH absorbance 340 nm kinetic. hit rate 0.41% among 190,000. inhibition, % at 10 µM. AID 1066;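 active means inhibition above a set limit, the median over all tested compounds plus 3 SD, cut at about 9.5% in these data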;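 further: enzyme runs in reverse so mevalonate oxidation gives rising NADPH absorbance; 0% = complete reaction with DMSO and 100% = background rate lacking mevalonate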
NF-kB neuron act: compounds increasing NF-kB expression in human neuronal cells; NF-kB reporter expression; active compounds read high; fold change at 12.5 µM; hit rate 1.6% among 190,000; in the data active means fold change above about 3.3
G6PDH CS: counter-screen for G6PDH assay hits: L. mesenteroides G6PDH inhibition | Purified L. mesenteroides G6PDH, diaphorase/resazurin coupled fluorescence, 45 min | inhibition, % at 5 µM | hit rate 0.12% among 200,000; in the data active means inhibition above about 50%
FLuc inh counter: counter-screen for luciferase assay inhibitors: firefly luciferase inhibition. P08659. ATPLite firefly luciferase biochemical luminescence, 10 min. inhibition, % at 10 µM. hit rate 1.5% among 200,000. AID 1006;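 active means inhibition above about 50% when tested at 10 µM, limit read from the data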
* marks the source's active call; other numbers are inactive results; x = not tested or not shown. An unsorted share of the library; about 5.3% have a hit in one of these screens.

no.	SMILES	APP 5'UTR act	STAT1 activator	APP 5UTR inh	DTT redox prof	Hsp70 act
1	CC1(C)Cc2cccc(Oc3ccc(S(=O)(=O)N4CCCC4)cn3)c2O1	4	101	-4	-0.7	-0.2
2	Cc1cc(C)n(-c2ccc(C(=O)Nc3cccc([N+](=O)[O-])c3)cc2)n1	14	92	-14	-1.2	0.2
3	Cc1cc2ccccc2c(=O)n1CC(=O)NCc1ccco1	16	98	-16	0.0	-0.2
4	CC(C)(C)c1ccc(C(=O)NCCCN2CCN(CCCNC(=O)c3ccc(C(C)(C)C)cc3)CC2)cc1	0	96	0	0.3	-0.2
5	COc1ccc(N2C(=O)c3ccc(C(=O)OC(C)C)cc3C2=O)cc1	15	107	-15	1.3	-0.1
6	Cc1ccc(F)cc1NC(=O)c1cccc2nccnc12	8	96	-8	-2.6	0.0
7	CC(=O)c1ccc(Cc2ccc(C(C)=O)cc2)cc1	-18	101	18	0.4	0.1
8	Cc1nn(-c2cccc(Cl)c2)c(Cl)c1/C=N/NC(=O)c1cccs1	1	126	-1	1.1	-0.2
9	S=C(NCCc1ccccc1)N/N=C/c1c(Cl)cccc1Cl	4	103	-4	2.0	-0.3
10	Cc1nn(C)cc1CN(C)Cc1ccc(OCC(O)CN2CCCCC2)cc1 (configuration not stated)	15	99	-15	0.8	1.0
11	O=C(NCCCn1ccnc1)c1ccc(S(=O)(=O)N2CCCCCC2)cc1	-1	102	1	2.8	-0.1
12	COC(=O)C1=C(C)N(CCc2cc(OC)c(OC)c(OC)c2)C(=O)N[C@H]1c1ccc(Br)cc1	13	98	-13	-0.2	-0.3
13	COc1cc(C(C)=O)ccc1Oc1ncnc2c1cnn2-c1ccccc1	10	102	-10	-0.2	-0.2
14	Cc1cc(=O)oc2cc(OCc3ccc(C(=O)OCC(=O)Nc4ccccc4OC(F)F)cc3)ccc12	8	92	-8	-0.6	-0.5
15	CCCCC(=O)OCc1nc(N)nc(Nc2ccccc2C)n1	6	106	-6	-0.7	-0.2

no.	FLuc stim CS	Efa HMGR inh	NF-kB neuron act	G6PDH CS	FLuc inh counter
1	1	-10	0.96	10	-4
2	1	-3	0.75	-2	1
3	1	-5	0.96	-1	5
4	1	1	0.7	-1	3
5	1	0	1.3	6	-5
6	1	1	0.92	-34	2
7	1	9	1.2	4	-2
8	1	-7	1.2	-6	-1
9	1	-1	0.88	-26	-3
10	1.1	4	0.9	9	-9
11	1.1	-1	1.1	4	-8
12	1.1	-10	0.38	14	-8
13	1.1	1	1.1	16	-5
14	1.1	-3	0.89	-7	-6
15	1	1	1	8	-4

Next section
no.	SMILES	APP 5'UTR act	STAT1 activator	APP 5UTR inh	DTT redox prof	Hsp70 act
16	CC1=CC2=NCC(O)CN2C=C1 (configuration not stated)	x	107	x	0.1	-0.1
17	CCc1nnc(NC(=O)C(C)C)s1	-15	106	15	-0.1	0.3
18	COc1ccc(C(=O)Oc2c(CN3CCOCC3)cc(Cl)c3cccnc23)cc1OC	-6	102	6	-1.0	-0.3
19	Nc1cccc(Nc2ccccc2)c1	-2	96	2	0.4	-0.4
20	C=CCN1C(=O)C2(C(C#N)=C(N)Oc3n[nH]c(CCC)c32)c2ccccc21 (configuration not stated)	6	102	-6	-3.7	-0.1
21	COc1ccc(-n2c(C)cc(/C=C3/SC(=S)N(C)C3=O)c2C)cc1	100	107	-100	0.2	-0.5
22	Cc1cccc2sc(NNC(=O)c3ccc(S(=O)(=O)N4CC(C)CC(C)C4)cc3)nc12 (configuration not stated)	-15	90	15	0.0	-0.3
23	CC1CCCC(NC(=O)CSC2CCCCC2)C1C (configuration not stated)	0	94	0	-0.2	0.0
24	Cc1cc(N2CCOCC2)ccc1/C=C1\NC(=O)N(Cc2ccccc2F)C1=O	3	86	-3	-0.1	-0.2
25	CCCn1c(=O)c2ccccc2n2c(SCc3c(C(=O)OCC)oc4ccccc34)nnc12	-8	98	8	1.1	-0.5
26	CC(=O)c1c(C)[nH]c(C(=O)NCCN2CCC(C)CC2)c1C	27	106	-27	-0.8	0.9
27	O=S(=O)(Nc1ccccn1)c1cnc(Cl)c(Br)c1	-16	99	16	0.5	-0.1
28	Cc1cc(C)nc(SCC(=O)Nc2ccc(S(=O)(=O)Nc3onc(C)c3C)cc2)n1	0	104	0	-0.8	0.2
29	COC(=O)C1=C(C)N(Cc2cccnc2)C(=O)/C1=C\c1cccs1	-17	92	17	-0.9	-0.1
30	Cc1ccc(CNC(=O)c2ccc(CN3CCOCC3)cc2)cc1	-10	102	10	-1.8	-0.2

no.	FLuc stim CS	Efa HMGR inh	NF-kB neuron act	G6PDH CS	FLuc inh counter
16	1.1	3	0.98	15	-6
17	1	-2	1	3	0
18	x	x	x	x	x
19	1	-1	0.95	10	-3
20	1	2	1.2	-5	4
21	1	6	0.6	11	3
22	1.1	0	1.6	8	-9
23	1	4	1.3	5	-3
24	1.1	2	1.1	-3	-6
25	1	-6	0.49	5	-4
26	1	0	1	-3	-5
27	1	-1	0.99	-6	-4
28	1	3	1	-3	-2
29	1	0	1.3	11	-2
30	1.1	11*	1.2	9	-6

Next part
no.	SMILES	APP 5'UTR act	STAT1 activator	APP 5UTR inh	DTT redox prof	Hsp70 act
31	CC1CCCCN1C(=O)Cn1c(=O)oc2ccccc21 (configuration not stated)	13	99	-13	1.5	0.5
32	COc1ccc(OC)c(NC(=O)c2ccc3c(=O)n(CCc4ccccc4)c(=S)[nH]c3c2)c1	-17	102	17	0.4	0.0
33	CCCNC(=O)COC(=O)/C=C/c1ccc(C)o1	8	97	-8	-2.1	-0.1
34	CCNC(=S)N/N=C/c1cn(Cc2ccccc2F)c2ccccc12	-16	114	16	1.0	-0.2
35	O=C1c2ccccc2C(=O)N1OCc1ccccc1[N+](=O)[O-]	11	105	-11	0.1	0.1
36	O=C1CCCc2sccc2N1	-9	108	9	-6.5	-0.3
37	COCCn1c(C)cc(/C=N/NC(=O)c2cccnc2)c1C	11	117	-11	-0.8	0.3
38	COCCCC1CCN(Cc2nc(-c3ccccc3)no2)CC1	9	108	-9	-1.2	0.1
39	CC1(C)CC(N2CCCC2)=CC(=[N+]2CCCC2)C1	-22	75	22	-0.2	-0.6
40	Clc1ccc(COc2cccc(CNCc3ccncc3)c2)cc1	0	82	0	-1.8	-0.1
41	CC1CCC/C(=N\NC(=O)COc2ccccc2Cl)C1 (configuration not stated)	31	105	-31	0.1	-0.5
42	Cc1nc2nc(-c3ccc(Cl)cc3)cn2nc1C	85	94	-86	0.1	0.2
43	O=C(Nc1ccc(F)cc1F)c1cc(-c2ccco2)on1	-7	108	7	2.1	-0.1
44	O=C(CN1CCN(c2ccccn2)CC1)N1CCc2ccccc21	31	103	-31	-0.3	-0.2
45	COc1ccc(N2C(=O)c3ccccc3NC23CCCC3)cc1	93	118	-93	-1.6	0.0

no.	FLuc stim CS	Efa HMGR inh	NF-kB neuron act	G6PDH CS	FLuc inh counter
31	x	-2	1.1	x	x
32	1	-4	0.95	-10	-2
33	1.1	-5	1	0	-6
34	1	4	1.1	0	2
35	0.9	4	1.3	11	13
36	1	0	1.4	10	-4
37	0.8	4	1.4	-8	18
38	1	-5	1.2	10	0
39	1	-4	0.51	2	-2
40	1	-1	x	9	-5
41	1	1	1.1	1	-3
42	0.6	1	3.3*	1	41
43	0.9	-3	1.8	1	9
44	1	1	1.2	2	1
45	1	-1	1.6	0	0

3 of the compounds above, screen by screen:
[31] CC1CCCCN1C(=O)Cn1c(=O)oc2ccccc21 (configuration not stated)
[32] COc1ccc(OC)c(NC(=O)c2ccc3c(=O)n(CCc4ccccc4)c(=S)[nH]c3c2)c1
[33] CCCNC(=O)COC(=O)/C=C/c1ccc(C)o1
Screen / compound no.	31	32	33
APP 5'UTR act	13	-17	8
STAT1 activator	99	102	97
APP 5UTR inh	-13	17	-8
DTT redox prof	1.5	0.4	-2.1
Hsp70 act	0.5	0.0	-0.1
FLuc stim CS	x	1	1.1
Efa HMGR inh	-2	-4	-5
NF-kB neuron act	1.1	0.95	1
G6PDH CS	x	-10	0
FLuc inh counter	x	-2	-6

Later entries.
no.	SMILES	APP 5'UTR act	STAT1 activator	APP 5UTR inh	DTT redox prof	Hsp70 act
46	O=C(CSc1nnc(CNc2ccc(F)cc2)o1)N1c2ccccc2Sc2ccccc21	-5	101	5	-1.9	-0.2
47	Cc1ccc(S(=O)(=O)N/N=C/c2ccc(O)c(O)c2)cc1[N+](=O)[O-]	-1	92	1	-2.6	0.0
48	O=C1c2ccccc2C(Nc2ccc(S(=O)(=O)N3CCOCC3)cc2)N1Cc1ccco1 (configuration not stated)	-13	92	13	-1.2	0.0
49	S=C(NCc1ccccc1)N1CCN(Cc2ccc3c(c2)OCO3)CC1	-8	98	8	-1.1	0.1
50	Cc1cccc(NC(=O)c2ccc(OC3CSC3)cc2)c1	158*	125	-158	0.1	-0.3
51	Cn1c(C(=O)NCCN2CCc3ccccc3C2)cc2c(=O)[nH]c3ccccc3c21	0	98	0	2.5	-0.2
52	Nc1nc(SCC(=O)Nc2ccccc2Sc2ccc(Cl)cc2)n[nH]1	1	89	-1	2.0	-0.3

no.	FLuc stim CS	Efa HMGR inh	NF-kB neuron act	G6PDH CS	FLuc inh counter
46	1.1	-3	0.68	6	-6
47	1.1	-2	1	24	-6
48	1	-3	1.1	10	-2
49	1.1	-2	1.2	-1	-10
50	0.2	3	3.8*	-1	80*
51	1	-6	0.89	5	-4
52	1	3	1	8	1
